High-throughput results from PubChem BioAssay.
Spn PMK inh: S. pneumoniae PMK inhibition | purified PMK, PK/LDH-coupled NADH absorbance 340 nm | inhibition, % at 10 µM | actives 0.49% (n = 65,000) | AID 539;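 active means top-ranked compounds by inhibition in the single 10 µM screen, taking a fixed number of the strongest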;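 further: 0% = full reaction with DMSO carrier and 100% = background rate without enzyme reaction; no value below 0 was filed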
HT1080 cytotoxicity: cytotoxicity in HT1080 fibrosarcoma cells, cell-based, fluorescence readout (AID 620); actives 0.42% (n = 87,000); one-dose cytotoxicity, % at 10 µM; EC50 in µM for titrated hits; HT1080 viability, fluorescence; higher % means a stronger effect;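 further: cells exposed to compound overnight then 4 h with Alamar Blue; 0% = vehicle DMSO and 100% = killing control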
Bfl-1 inhibitors: displacement of Bid BH3 peptide from Bfl-1 – biochemical, fluorescence polarization, FITC-Bid, mouse, primary screen (AID 432); FITC-Bid BH3 peptide fluorescence polarization displacement; higher % means a stronger effect; displacement, % at 20 µM, or IC50 in µM where a hit was titrated; actives 0.02% (n = 64,000); in the data active means a potency from the dose series; inactive means the rest, 99 in 100 with displacement below about 15%; further: strong numbers were not always called active
Spn DPM-DC inh: S. pneumoniae DPM-DC inhibition; calls only at 10 µM; AID 556; purified DPM-DC, PK/LDH coupled NADH fluorescence; actives 0.49% (n = 65,000);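 active means the 320 compounds with the highest percent inhibition in the single-dose primary screen, excluding strongly autofluorescent ones, cut at about 32% in these data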;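 further: kinetic rate of NADH fluorescence loss reporting ADP formed by the decarboxylase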
HPDE-C7 viability: cytotoxicity in HPDE-C7 cells, cell-based, fluorescence, HTS (AID 430). cytotoxicity, % at 10 µM, or EC50 in µM where a hit was titrated. HPDE-C7 pancreatic duct cells viability, fluorescence; higher % means a stronger effect. actives 1.8% (n = 63,000);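 further: cells exposed to compound for 48 hours before viability readout; 0% = vehicle and 100% = reference cytotoxic drug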
LYP inhibition: LYP phosphatase inhibitors, primary screen, biochemical, DiFMUP fluorescence, recombinant catalytic domain, 10 µM (AID 606). recombinant LYP catalytic domain, DiFMUP fluorescence; higher % means a stronger effect. one-dose inhibition, % at 10 µM; IC50 in µM for titrated hits. 52,000 tested, under 10 active;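 active means IC50 under 40 µM in the dose-response test; inactive means IC50 of 40 µM or more, or never dose-tested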
HPDE-C7K KRASV12: viability loss of HPDE-C7K cells – cell-based, fluorescence, HTS, primary screen (AID 431); one-dose cytotoxicity, % at 10 µM; EC50 in µM for titrated hits; actives 1.7% (n = 63,000); HPDE-C7K KRASV12 cells, Alamar Blue viability, 48 h; higher % means a stronger effect;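 active means compounds whose percent cytotoxicity in the single-dose primary screen, scaled between solvent and toxic-drug controls, exceeds 50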;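 further: 0% = DMSO solvent wells and 100% = doxorubicin-treated wells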
Spn MK inh: inhibitors of Streptococcus pneumoniae mevalonate kinase | inhibition, % at 10 µM | actives 0.48% (n = 65,000) | purified MK, PK/LDH-coupled NADH absorbance 340 nm | AID 555;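 active means ranked among the strongest by inhibition in the single 10 µM screen, a fixed top-ranked set picked for dose follow-up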; further: no value below 0 was filed
TNAP inhibition: inhibition of tissue-nonspecific alkaline phosphatase – biochemical, luminescent (AID 518) | one-dose inhibition, % at 20 µM; IC50 in µM for titrated hits | purified TNAP enzyme, luminescent substrate readout; higher % means a stronger effect | actives 0.09% (n = 64,000); in the data active means a potency from the dose series; inactive means the rest, 99 in 100 with inhibition below about 22%;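 further: plate controls were vehicle for no effect and reference inhibitor for full effect; many of its hits are not listed in these tables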
Spn PMK inh pilot replicates: recorded beside Spn PMK inh, whose call it bears; inhibition, %; measured here: pilot screen replicates
Spn MK inh pilot replicates: recorded beside Spn MK inh, whose call it bears; inhibition, %; measured here: pilot screen replicates
Spn DPM-DC inh pilot screen %: second read-out of Spn DPM-DC inh, no call of its own (marks repeat the call); inhibition, %; measured here: pilot screen trials
An asterisk follows results filed as active; i = inactive; / = no result given. Unless noted, no stated cut-off is given here; in the data, active means cytotoxicity above about 50%; inactive means the rest.

SMILES	Spn PMK inh	HT1080 cytotoxicity	Bfl-1 inhibitors	Spn DPM-DC inh	HPDE-C7 viability	LYP inhibition	HPDE-C7K KRASV12	Spn MK inh	TNAP inhibition	others
COc1cccc(N2CCN(C(=O)C3C4C=CC5(CN(Cc6ccccc6Cl)C(=O)C35)O4)CC2)c1 (stereo not drawn)	20	2%	7%	i	3%	15%	26%	0	4%	Spn PMK inh pilot replicates=5.5;Spn MK inh pilot replicates=0.5;Spn DPM-DC inh pilot screen %=0.0
O=C(c1cccnc1NCc1ccccc1)N1CCOCC1	18	1%	-11%	i	1%	0%	1%	7	19%	Spn PMK inh pilot replicates=0.0;Spn MK inh pilot replicates=1.0;Spn DPM-DC inh pilot screen %=2.0
O=C(C1CCCN(S(=O)(=O)c2cnc[nH]2)C1)N1CCN(c2ccc(Cl)cc2)CC1 (stereo not drawn)	0	-2%	4%	i	2%	-4%	9%	8	9%	Spn PMK inh pilot replicates=3.5;Spn MK inh pilot replicates=5.5;Spn DPM-DC inh pilot screen %=1.0
O=C(C1CSC2(c3ccc(F)cc3)CCC(=O)N12)N1CCCCCC1 (stereo not drawn)	10	-4%	-1%	i	1%	6%	2%	2	10%
COCCNC(=O)C1CCN(S(=O)(=O)c2ccccc2)CC1	9	3%	-4%	i	-20%	2%	-7%	7	3%
Cn1nnc(NC(=O)CSc2ncn[nH]2)n1	16	0%	-8%	i	-8%	/	1%	4	2%
COc1ccc(Cl)cc1NC(=O)CSc1nncn1-c1cccnc1	2	3%	-5%	i	-17%	11%	-15%	0	2%	Spn PMK inh pilot replicates=0.0;Spn MK inh pilot replicates=1.5;Spn DPM-DC inh pilot screen %=0.0
Cc1ccc2oc3c(c(=O)c2c1)C(c1ccc(F)cc1)N(CCCN1CCOCC1)C3=O (stereo not drawn)	11	-6%	-7%	i	-12%	6%	2%	10	-4%
Cc1ccc(C)c(C(=O)c2c(C)nc3sccn23)c1	8	-2%	-3%	i	5%	/	-10%	8	-1%
O=C(O)c1cccc(NC(=O)C2C3C=CC(C3)C2C(=O)OCC(F)(F)C(F)F)c1 (stereo not drawn)	10	2%	-1%	i	-34%	11%	-16%	1	12%	Spn PMK inh pilot replicates=8.0;Spn MK inh pilot replicates=0.0;Spn DPM-DC inh pilot screen %=1.5
Cc1nnc(N2CCc3ccccc3C2)[nH]c1=O	3	4%	4%	i	-5%	4%	6%	4	6%
O=C(c1ccco1)N1CCN(S(=O)(=O)c2cccc(C(F)(F)F)c2)CC1	1	8%	-7%	i	-14%	10%	0%	2	4%
N#CCSc1nc2sc3c(c2c(=O)n1C1CCCCC1)CCCC3	7	-3%	-6%	i	33%	7%	45%	1	15%
CCNC(=O)CN(c1ccc(CC)cc1)S(C)(=O)=O	3	/	1%	i	7%	9%	8%	5	11%
C#CCn1c(=NC(=O)CSCC(=O)N2CCOCC2)sc2ccccc21	0	2%	/	i	/	10%	/	0	/
Cc1nc(NC(=O)c2ccco2)sc1C(=O)Nc1ccc(Br)cc1	25*	-5%	0%	i	66%*	/	84%*	0	11%
Cc1c(NS(=O)(=O)N2CCCC2)c(=O)n(-c2ccccc2)n1C	13	37%	2%	i	2%	-14%	6%	0	3%
Cc1ccc(Cn2ccc(NC(=O)c3cc(-c4ccc5c(c4)OCO5)on3)n2)cc1	13	1%	-10%	i	-7%	10%	-25%	2	-9%
COc1ccc(/C=N/n2cnnc2SCc2ccccc2)cc1	3	0%	1%	i	4%	2%	6%	5	16%
Cc1ccc(NC(=O)N2CCC(C(=O)NCC(C)C)CC2)cc1	5	7%	-5%	i	-3%	/	0%	10	1%
CCN(CC)CCNC(=O)CCCCn1c(=S)[nH]c2c([nH]c3ccc(OC)cc32)c1=O	1	-11%	-1%	i	12%	1%	-3%	42*	6%
CCS(=O)(=O)N1CCC(C(=O)NCc2cccs2)CC1	24	-6%	-6%	i	-2%	-1%	2%	0	6%	Spn PMK inh pilot replicates=1.5;Spn MK inh pilot replicates=0.0;Spn DPM-DC inh pilot screen %=0.0
CCCn1c(C)cc(C(=O)CN2C(=O)c3ccccc3C2=O)c1C	11	34%	5%	i	-2%	7%	6%	4	5%
Cc1cc(OCC(=O)N2CCOCC2)cc2oc(=O)c3ccccc3c12	0	6%	2%	/	-2%	-3%	3%	0	20%	Spn PMK inh pilot replicates=0.0;Spn MK inh pilot replicates=0.5
Cc1ccc(CCNC(=O)CN2C(=O)COc3ccccc32)cc1	8	6%	0%	i	-1%	-11%	2%	1	4%
(more compounds)
SMILES	Spn PMK inh	HT1080 cytotoxicity	Bfl-1 inhibitors	Spn DPM-DC inh	HPDE-C7 viability	LYP inhibition	HPDE-C7K KRASV12	Spn MK inh	TNAP inhibition	others
CC(=O)NS(=O)(=O)c1ccc(NC(=O)CCC2CCCC2)cc1	8	/	-2%	i	-13%	5%	-19%	11	4%
Cc1cc(C(=O)CSc2nc3ccccc3c(=O)n2C)c(C)n1Cc1ccc2c(c1)OCO2	11	2%	-12%	i	-18%	18%	-29%	5	0%
O=C(COc1ccc(Cl)cc1Cl)N1CCCCCC1	3	1%	-5%	i	-13%	/	-4%	1	16%
CCc1noc(C)c1C(=O)NCCc1ccc(OC)c(OC)c1	0	5%	-1%	i	2%	5%	-6%	13	10%	Spn PMK inh pilot replicates=1.5;Spn MK inh pilot replicates=0.0;Spn DPM-DC inh pilot screen %=0.5
O=C(Nc1ccc(N2CCOCC2)cc1)c1ccc(S(=O)(=O)N2CCCCC2)cc1	5	-5%	-4%	i	-6%	5%	0%	0	5%
COC(=O)c1cc(-c2ccc3c(c2)OCO3)nc2ccccc12	8	6%	-6%	/	-10%	3%	-14%	8	10%
CCCCNC(=O)Cn1cnc2sc(C(=O)OCC)c(C)c2c1=O	10	-4%	0%	i	-21%	-9%	-8%	8	3%
CC1CCCCC1NC(=O)CSc1nnc(-c2ccccc2)n1N (stereo not drawn)	0	2%	-5%	i	-30%	16%	-29%	9	7%
CCOC(=O)N1CCN(c2ncnc3c2[nH]c2ccc(OC)cc23)CC1	5	15%	2%	/	-5%	-2%	18%	2	12%	Spn PMK inh pilot replicates=1.5;Spn MK inh pilot replicates=0.0
CCOC(=O)c1ccc(NC(=O)c2ccc(NS(C)(=O)=O)cc2)cc1	7	-3%	0%	i	0%	/	-4%	9	13%	Spn PMK inh pilot replicates=0.0;Spn MK inh pilot replicates=0.0;Spn DPM-DC inh pilot screen %=0.5
Cc1ccc(OCC(=O)Nc2cccc(-c3nnc(-c4ccccc4)o3)c2)cc1	6	-6%	2%	i	-28%	/	-39%	3	9%
O=C(NCCc1ccccc1)/C(=N\O)c1ccccc1	15	-5%	-1%	i	-4%	6%	-13%	3	13%
CC(=O)Nc1ccccc1Sc1ccccc1	7	8%	-11%	i	/	8%	/	14	10%
Cc1occc1-c1nnc(SCC(=O)N2CCOCC2)n1CCc1ccccc1	13	-20%	-4%	i	6%	14%	-1%	10	13%
Clc1ccc2nc(SCc3nnc(-c4ccccc4)o3)[nH]c2c1	5	36%	0%	i	13%	2%	13%	7	-3%
COc1ccccc1-c1nnc(N(C)C(=O)C2CCCO2)s1 (stereo not drawn)	0	5%	-6%	i	-12%	4%	-10%	0	16%
CCCOC(=O)C1=C(C)NC2=C(C(=O)CCC2)C1c1cc(OC)ccc1OC (stereo not drawn)	7	-8%	-5%	i	-9%	3%	-6%	11	4%
Cc1ccc(NCc2nc3ccccc3n2C)cc1	5	-2%	4%	i	9%	-5%	-4%	9	12%
CCC(C(=O)NC1CCCC1)N(C(=O)Cn1nnc(-c2ccc(C)o2)n1)c1cnc2ccccc2c1 (stereo not drawn)	11	20%	-6%	i	-8%	/	-5%	3	11%
COc1ccc(CN2CC(C(=O)NCCN3CCN(c4ccccc4F)CC3)CC2=O)cc1 (stereo not drawn)	19	/	0%	i	-10%	-6%	4%	0	5%
O=C(COc1ccc(Cl)cc1Cl)Nc1ccc2nc3n(c(=O)c2c1)CCCC3	7	0%	2%	i	9%	13%	11%	1	-1%
Cc1ccc(N)c(C(O)(C(F)(F)F)C(F)(F)F)c1	0	/	4%	i	-5%	3%	-10%	1	11%
Cc1nc2ccccc2c2c1C(=O)N(C)C2=O	3	-9%	10%	i	-3%	10%	-1%	4	8%
COc1ccccc1N1CCN(C(=O)C2c3ccccc3Oc3ccccc32)CC1	12	56%*	4%	i	33%	-7%	28%	5	9%
CCOC(=O)C1=C(CN2CCOCC2)NC(=O)NC1c1cc(C)ccc1C (stereo not drawn)	9	25%	1%	i	-13%	9%	-9%	6	16%	Spn PMK inh pilot replicates=3.0;Spn MK inh pilot replicates=0.0;Spn DPM-DC inh pilot screen %=0.5
CCC(NC(=O)OC(C)(C)C)C(=O)Oc1ccc2c3c(c(=O)oc2c1)CCC3 (stereo not drawn)	9	5%	-11%	/	-3%	0%	-7%	9	15%
Cc1cc2ccc(C)c(C)c2nc1SCC#N	3	-5%	0%	i	-32%	/	-6%	11	8%
O=C(c1c(Cl)cccc1Cl)N1CCN(c2ccccn2)CC1	0	4%	6%	i	2%	1%	1%	4	7%
OCC1CCCN(Cc2ccc(-c3ccccc3)cc2)C1 (stereo not drawn)	1	-6%	-3%	i	5%	8%	14%	41*	12%

Ten structures already listed, arranged by number of heavy atoms, lowest first.
SMILES	Spn PMK inh	HT1080 cytotoxicity	Bfl-1 inhibitors	Spn DPM-DC inh	HPDE-C7 viability	LYP inhibition	HPDE-C7K KRASV12	Spn MK inh	TNAP inhibition	others
Cc1cc2ccc(C)c(C)c2nc1SCC#N	3	-5%	0%	i	-32%	/	-6%	11	8%
COc1ccccc1-c1nnc(N(C)C(=O)C2CCCO2)s1 (stereo not drawn)	0	5%	-6%	i	-12%	4%	-10%	0	16%
Clc1ccc2nc(SCc3nnc(-c4ccccc4)o3)[nH]c2c1	5	36%	0%	i	13%	2%	13%	7	-3%
CC1CCCCC1NC(=O)CSc1nnc(-c2ccccc2)n1N (stereo not drawn)	0	2%	-5%	i	-30%	16%	-29%	9	7%
CCOC(=O)N1CCN(c2ncnc3c2[nH]c2ccc(OC)cc23)CC1	5	15%	2%	/	-5%	-2%	18%	2	12%	Spn PMK inh pilot replicates=1.5;Spn MK inh pilot replicates=0.0
CCOC(=O)C1=C(CN2CCOCC2)NC(=O)NC1c1cc(C)ccc1C (stereo not drawn)	9	25%	1%	i	-13%	9%	-9%	6	16%	Spn PMK inh pilot replicates=3.0;Spn MK inh pilot replicates=0.0;Spn DPM-DC inh pilot screen %=0.5
CCC(NC(=O)OC(C)(C)C)C(=O)Oc1ccc2c3c(c(=O)oc2c1)CCC3 (stereo not drawn)	9	5%	-11%	/	-3%	0%	-7%	9	15%
Cc1occc1-c1nnc(SCC(=O)N2CCOCC2)n1CCc1ccccc1	13	-20%	-4%	i	6%	14%	-1%	10	13%
Cc1cc(C(=O)CSc2nc3ccccc3c(=O)n2C)c(C)n1Cc1ccc2c(c1)OCO2	11	2%	-12%	i	-18%	18%	-29%	5	0%
CCC(C(=O)NC1CCCC1)N(C(=O)Cn1nnc(-c2ccc(C)o2)n1)c1cnc2ccccc2c1 (stereo not drawn)	11	20%	-6%	i	-8%	/	-5%	3	11%
